tim10-1 inh – growth inhibitors of tim10-1 mutant yeast | S. cerevisiae tim10-1 ts strain growth, BacTiter-Glo, 24 h | inhibition, % at 20 µM | actives 2.2% (n = 330,000);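 active = inhibition of at least 40%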;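 note: mutant grown at 25 °C; 0% = DMSO wells with yeast and 100% = wells holding no yeast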
Jurkat NFkB inh – inhibitors of the PMA/ionomycin-induced NF-kB reporter in Jurkat cells; PMA/ionomycin-induced NF-kB luciferase reporter, luminescence; inhibition, % at 4 µM; actives 0.53% (n = 330,000); AID 435003; in the data active = inhibition above about 50%
Mdm2 MdmX PPI – disrupts the human Mdm2-MdmX interaction | SaOS-2 split-luciferase Mdm2/MdmX complementation, luminescence | inhibition, % at 8 µM | actives 3% (n = 330,000) | AID 485346;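 active = inhibition of at least 50% at 8 µM in the primary screen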
Target sequence (O15151 whole entry, looked up): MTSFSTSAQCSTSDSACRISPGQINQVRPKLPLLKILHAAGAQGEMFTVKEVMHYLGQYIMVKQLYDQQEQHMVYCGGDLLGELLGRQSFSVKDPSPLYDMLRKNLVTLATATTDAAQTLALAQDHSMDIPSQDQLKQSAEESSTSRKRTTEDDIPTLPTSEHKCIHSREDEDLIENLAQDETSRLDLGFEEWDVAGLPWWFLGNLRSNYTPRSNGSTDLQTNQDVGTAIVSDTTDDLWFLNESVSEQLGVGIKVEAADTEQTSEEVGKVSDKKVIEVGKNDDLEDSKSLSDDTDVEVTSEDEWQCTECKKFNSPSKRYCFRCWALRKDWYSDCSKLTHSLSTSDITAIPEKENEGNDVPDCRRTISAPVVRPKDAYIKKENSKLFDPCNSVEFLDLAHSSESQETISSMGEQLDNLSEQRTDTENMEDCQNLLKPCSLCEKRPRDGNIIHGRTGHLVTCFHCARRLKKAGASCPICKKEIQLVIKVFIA
Target sequence (Q00987 whole entry, looked up): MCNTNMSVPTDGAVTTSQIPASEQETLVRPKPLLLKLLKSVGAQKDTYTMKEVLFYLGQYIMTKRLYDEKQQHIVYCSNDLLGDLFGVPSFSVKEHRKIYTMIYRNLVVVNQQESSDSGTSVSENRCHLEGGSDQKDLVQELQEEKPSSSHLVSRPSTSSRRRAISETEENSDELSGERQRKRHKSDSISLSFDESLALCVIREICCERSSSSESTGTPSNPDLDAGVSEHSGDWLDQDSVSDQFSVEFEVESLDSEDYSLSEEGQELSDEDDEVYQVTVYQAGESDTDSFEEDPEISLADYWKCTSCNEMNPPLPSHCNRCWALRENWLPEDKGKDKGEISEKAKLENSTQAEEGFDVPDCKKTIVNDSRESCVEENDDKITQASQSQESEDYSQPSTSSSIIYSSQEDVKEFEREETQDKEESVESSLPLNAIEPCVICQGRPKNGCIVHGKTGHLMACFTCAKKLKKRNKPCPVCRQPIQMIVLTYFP
TIM10 inh – growth inhibitors of TIM10 yeast strain | S. cerevisiae TIM10 strain growth, BacTiter-Glo luminescence, 24 h | inhibition, % at 10 µM | actives 1.4% (n = 330,000) | AID 463195;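 active = inhibition of 40% or more at the single tested concentration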;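 note: wild-type TIM10 isogenic control strain grown at permissive 25 °C; 0% = DMSO yeast wells and 100% = minimal medium wells without yeast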
UPR XBP1 act – adaptive UPR (XBP1) activation; CHO-XBP1 luciferase reporter, IRE1-XBP1 UPR activation, luminescence; percent of tunicamycin response, DMSO as zero; activation, % at 20 µM; actives 0.33% (n = 330,000);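 active = versus positive control, 20 µM dose yields 30% or more activation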;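 note: 100% = tunicamycin at 10 µg/mL and 0% = DMSO only wells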
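Signal: luciferase luminescence; Assay system: CHO-XBP1 luciferase reporter cells; Amount: one thousand reporter cells per well; Dosing: 20 µM single concentration, DMSO 1%; Benchmarks: high control tunicamycin 10 µg/mL final, low control DMSO vehicle only; Schedule: 6 h compound exposure at 37 °C, 5% CO2; Evaluation: percent activation relative to tunicamycin reference.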
tim23-1 inh – growth inhibitors of tim23-1 mutant yeast; S. cerevisiae tim23-1 growth, BacTiter-Glo luminescence, 24 h; inhibition, % at 20 µM; actives 1.3% (n = 330,000); AID 463212;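 active = growth inhibition of the mutant yeast at or above 50%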;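 note: temperature-sensitive mutant grown at 25 °C; plate controls were DMSO-treated mutant yeast for no effect and medium wells lacking yeast for full effect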
UPR CHOP act – apoptotic UPR (CHOP) activation. CHO-CHOP luciferase reporter, luminescence; percent of tunicamycin response over DMSO baseline. activation, % at 10 µM. actives 0.34% (n = 330,000). AID 449763;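 active = at 10 µM dose, activation of 40% or more, normalized to positive control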;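 note: 100% = tunicamycin at 10 µg/mL and 0% = DMSO alone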
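Test system: CHO CHOP reporter cells. Input: 500 CHO-CHOP cells per well. Medium: F12 with 10% FBS. Technique: luciferase luminescence. Measure: percent activation relative to tunicamycin control. Dosing: 10 µM compound, 0.5% DMSO. Timing: 16-18 h cell attachment, then 6 h compound exposure, 37 °C.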
697 NFkB inh – lowers PMA/ionomycin-induced NF-kB signal in 697 B cells | 697 B-cell NF-kB luciferase reporter, 16 h | inhibition, % at 4 µM | actives 0.33% (n = 330,000) | AID 435022; in the data active = inhibition above about 35%
* = called active by the depositor.

SMILES	tim10-1 inh	Jurkat NFkB inh	Mdm2 MdmX PPI	TIM10 inh	UPR XBP1 act	tim23-1 inh	UPR CHOP act	697 NFkB inh
CCN(CC)CCNC(=O)Cn1cnc2sc(C)c(S(=O)(=O)N3CCOCC3)c2c1=O	10	7	4	-6	-1	-3	2.4	17
Cc1cccc(C(=O)NNC(=O)c2ccccc2)c1	3	-20	-2	13	1	0	2.2	-39
COc1ccc(-c2cn(CCC(=O)O)c(C)n2)cc1	-8	12	-16	3	3	17	-0.7	1
CCS(=O)(=O)N1CCN=C1SCc1cccnc1	0	-21	-30	0	1	28	-1.1	0
CCCCNC(=S)N1CCN(c2ccccc2Cl)CC1	5	7	17	4	1	14	-1.0	6
COc1ccccc1NC(=O)CSc1nccc(=O)[nH]1	0	0	-10	-3	2	6	-1.2	-6
NC(=O)CSc1nnc(Cn2c(=O)sc3ccccc32)n1CCc1ccccc1	-6	3	-12	-1	2	8	-1.2	-2
CCC(CC)C(=O)Nc1cccc(C(=O)N2CCOCC2)c1	-11	15	21	-1	-4	-5	-2.1	-12
CCOC(=O)c1[nH]c2ccccc2c1NC(=S)Nc1ccccc1	-4	-30	34	12	2	10	1.2	-24
C=CCn1c(Oc2cccc(C)c2)nc2c1c(=O)n(C)c(=O)n2C	1	-6	21	12	4	10	0.1	-12
CCCCn1c(NC(=O)c2ccccc2)nc2ccccc21	39	0	44	18	-3	33	-0.9	-6
N/C(=N\OC(=O)c1ccc2ccccc2c1)c1cccc([N+](=O)[O-])c1	35	-51	83*	26	3	2	6.9	-29
CCn1c(Cc2ccc(OC)cc2)nnc1SCC(=O)N1CCN(c2ccccc2)CC1	14	-1	-9	5	-1	9	-2.5	-12
COc1ccc(C2NC(=O)NC(C)=C2C(=O)OC2CCC(C)CC2)cc1 (stereo not drawn)	10	16	33	1	-2	2	-3.0	-4
Oc1ccc2c(c1)oc1cc(O)ccc12	-16	46	-5	-13	0	1	0.2	-45
CCOc1ccc(NC(=O)CC2C(=O)N(c3ccc(OC)cc3)C(=S)N2Cc2ccccn2)cc1 (stereo not drawn)	3	0	15	11	1	16	1.5	3
CCN(CC)S(=O)(=O)c1cc(NC(=O)C(C)N(C)CC(=O)Nc2c(C)cccc2C)ccc1C (stereo not drawn)	20	3	9	18	-1	6	2.9	-2
COC(=O)c1ccccc1NC(=O)CN1CCC(NC(=O)c2ccc(C)cc2)CC1	-9	-3	10	-3	0	-6	-1.0	-1
Cc1cc(NC(=O)c2ccco2)ncc1NC(=O)CCc1ccccc1	17	-15	-2	13	0	11	-0.4	-21
O=S(=O)(Nc1ccc(O)c2ccccc12)c1ccc(OC(F)(F)F)cc1	42*	-4	27	18	14	28	16	1
S=C(Nc1ccccc1)N1CCN(C(=S)c2ccccc2)CC1	13	-6	-16	11	-1	-11	4.0	2
COCCNC(=O)CCc1nnc2ccc(N3CCC(C)CC3)nn12	-5	-11	42	12	-3	1	-0.4	12
CCCCn1c(=S)[nH]c2cc(S(=O)(=O)N3CCCCC3)ccc21	19	-10	-7	12	-1	-8	-0.8	-46
FC(F)(F)c1ccc2c(c1)NCC1CCCN21 (stereo not drawn)	6	1	-4	13	-2	10	-3.1	18
CCc1ccc(NC(=O)N(C2CCCCC2)C(C)c2cccnc2)cc1 (stereo not drawn)	-16	-22	0	11	-2	-200	-0.8	-3
Cc1ccc(S(=O)(=O)Nc2cccc(-c3cn4ccsc4n3)c2)cc1	-23	-1	37	-22	0	-3	-0.6	-34
Cc1ccc(OCCCN2C(=O)C(=O)c3cc(C)ccc32)cc1	1	-5	26	10	0	27	2.1	5
Cc1cc(NC(=O)CSc2nnc(COc3ccccc3)o2)no1	-3	-4	-4	-10	-3	-2	-3.7	10
CCOC(=O)C1CCN(C(=O)CN(C)S(=O)(=O)c2ccc3c(c2)c(=O)n(C)c(=O)n3C)CC1	6	10	-6	8	-5	16	-3.2	2
CCOC(=O)c1cnn(CCOC(=O)Cc2cccs2)c1NC(=O)Cc1cccs1	22	-3	10	-7	-2	3	1.1	15
O=C(Cn1ncc2c([nH]c3ccccc32)c1=O)Nc1ccc(CN2CCCCC2)cc1	11	10	49	-9	-2	7	2.6	-6
S=C(CN1CCCC1=S)N1CCOCC1	-6	2	-16	12	0	8	0.6	16
CCOCCCNC(=O)CN1CCN(Cc2ccc(Cl)cc2)C1=O	-9	-1	-19	11	-3	9	0.6	11
Cc1cc2ncc(Cl)nc2cc1C	9	4	5	-5	1	-10	5.4	1
CN(CC(=O)Nc1cccc(F)c1)C(=O)c1cc(-c2cccs2)nn1-c1ccccc1	18	4	0	5	-1	26	0.7	-24
COCCCNC(=O)CCNS(=O)(=O)c1ccc(C)cc1	10	2	3	13	0	-7	-2.1	7
Cn1cc(CNC(=O)C2CCCCC2)cn1	11	7	20	-3	2	5	-1.3	20
CCC(C(=O)Nc1ccccn1)c1ccccc1 (stereo not drawn)	12	-16	-27	5	0	7	0.8	-27
CC1CCN(C(=O)c2[nH]cnc2C(=O)NCc2ccc(CNC(=O)OC(C)(C)C)cc2)CC1	21	-4	34	11	-3	11	-2.2	3
Cc1cc(C)c(C(N)=O)c(NCCc2ccccc2)n1	2	-1	10	4	1	3	-0.6	-3
O=C(CSc1nc(=O)n2cc(Cl)ccc2n1)Nc1ccc2c(c1)OCCO2	0	-4	-12	12	-3	16	-1.4	9
Cc1ccc(Br)cc1S(=O)(=O)Nc1cccnc1	7	-9	17	-4	-2	15	0.1	-3
C/C=N/NC(=O)CCNC(=O)c1ccccc1	13	3	9	2	0	4	1.9	19
Cc1ccc(N2C(=O)CC(C)(C)CC2=O)cc1Cl	-12	-50	-10	10	-1	9	-0.2	-58
CC12CCC(=O)N1C(C(=O)N1CCN(c3cccc(Cl)c3)CC1)CS2 (stereo not drawn)	6	5	-14	-6	-1	8	1.7	19
O=C(NCC1CCCO1)C(c1cccnc1)N(C(=O)Cc1cccs1)c1cccnc1 (stereo not drawn)	9	3	2	11	0	19	-0.4	-6
CCc1ccc(OCC2c3cc(OC)c(OC)cc3CCN2C(=S)NCCOC)cc1 (stereo not drawn)	12	7	20	9	6	10	-2.9	-8
N#Cc1cccc(NC(=O)CNC(=O)Cc2ccccc2)c1	-9	8	-18	16	-1	5	-0.2	-2
COC(=O)c1c(C)cc(C)c2c1CC(C)(C)C2=O	8	-12	-16	-11	3	23	-1.2	-6
O=C(NCc1cccc(C(F)(F)F)c1)C1CC(c2ccccc2C(F)(F)F)=NO1 (stereo not drawn)	27	13	40	-8	3	-1	-0.9	-5
COc1cccc(-c2nc(N3CCCCC3C)c3ccccc3n2)c1O (stereo not drawn)	22	-7	11	-1	1	14	-1.2	-31
Cc1ccc(N(C(=O)Cn2nnc(-c3cccs3)n2)C(C(=O)NC2CCCC2)c2ccncc2)cc1 (stereo not drawn)	12	18	17	-7	5	3	0.9	20
Cc1cc(C)c(S(=O)(=O)Nc2ccccc2C(=O)N2CCOCC2)c(C)c1	33	-5	8	11	-3	25	-0.6	9
CCOc1nc(CC(C)C)c2c(c1C#N)CC(C)(C)OC2	-3	4	7	-39	-2	8	0.8	16
O=C(OCc1nnc(-c2ccccc2)o1)c1ccc([N+](=O)[O-])s1	57*	-5	11	79*	-2	56*	-2.1	15
COc1ccccc1NC(=O)CCCCCN1C(=O)c2cccc([N+](=O)[O-])c2C1=O	1	4	17	-2	0	8	-0.2	9
COc1ccc(NC(=O)c2cc(C)no2)cc1Cl	8	-14	11	-7	8	12	3.5	-5
COc1cc2c(cc1OC)C1C(C(=O)Nc3ccccc3N3CCN(C)CC3)c3ccccc3C(=O)N1CC2 (stereo not drawn)	2	14	-10	-8	-2	31	0.3	7
Cc1ccc2[nH]c3c(c2c1)CN(C(=O)CN1CCN(c2cccc(C)c2C)CC1)CC3	11	-3	10	29	-5	60*	-0.5	-5
COC(=O)Nc1ccc(S(=O)(=O)NC2CCCCC2)cc1	10	7	14	16	-3	17	1.3	-18
New compounds follow.
SMILES	tim10-1 inh	Jurkat NFkB inh	Mdm2 MdmX PPI	TIM10 inh	UPR XBP1 act	tim23-1 inh	UPR CHOP act	697 NFkB inh
O=C(OCc1nnc(-c2cccs2)o1)C1=NN(c2ccccc2)C(=O)CC1	12	-1	-20	5	3	20	-1.1	-18
CN1CCN(NC(=O)Nc2cc(Cl)cc(Cl)c2)CC1	19	12	20	9	-3	20	-1.3	-14
CN(C)c1nc2c(c(=O)[nH]c(=O)n2C)n1Cc1ccc(F)cc1	9	-9	8	11	2	16	0.1	0
CCCC(=O)NC(=S)Nc1ccc(NC(=O)c2cccs2)cc1	-14	0	9	45*	5	20	1.7	-4
Cc1nc([N+](=O)[O-])cn1C(C)C	4	-7	-11	15	-4	13	-1.0	5
CCOc1ccc(NC(=O)N2CCC(NC(=O)C(Cc3ccccc3OC)NC(C)=O)CC2)cc1 (stereo not drawn)	13	-2	11	-8	7	3	-0.8	-1
O=C(CSc1nnc(-c2ccncc2)o1)Nc1ccc(F)c(F)c1	5	-4	23	7	-1	3	-1.1	11
Cc1cccc(C(=O)NC2CCN(S(=O)(=O)c3ccccc3)CC2)c1	7	7	8	-11	0	2	-1.1	23
C[C@@H](OC(=O)N1CCCCC1)[C@H]1O[C@]2(C)CCCC[C@H]1O2	5	-17	7	5	-4	0	-0.5	6
C(=C\c1nccc2c1[nH]c1ccccc12)/c1ccccc1	6	-12	32	34	-1	38	5.5	-15
COc1cccc(S(=O)(=O)NCC(=O)N2CCCCCC2)c1	-1	-4	-6	-2	-2	5	0.0	-15
CCCCNC(=O)N(O)C1N(/N=C/c2ccccc2F)C(=S)SC1(C)C (stereo not drawn)	7	8	-17	19	-6	10	2.8	-2
O=c1oc2ccccc2cc1-c1csc(Nc2nc3ccc(F)cc3s2)n1	2	21	40	15	15	3	4.2	-21
COc1ccc2sc(C)nc2c1NC(C)=O	-13	-6	18	-12	-3	3	-1.2	5
O=C1CCc2cc(S(=O)(=O)NCCC(=O)NC3CCCCC3)ccc2N1	20	8	3	-9	-4	9	-0.2	-1
O=C(c1ccccc1)C1CCN(C(=O)Nc2ccccc2)CC1	3	-30	-27	0	-2	13	3.5	-21
O=c1c(=Nc2ccccc2O)c(=O)c2ccccc12	-17	-31	-28	-6	0	0	2.8	1
O=C(NCCN1CCN(C(=O)Nc2ccccc2)CC1)Nc1ccccc1	-3	-3	6	9	0	-12	1.6	16
CCCCN(CC)CCCNC(=O)c1ccc(CSc2nc3ccncc3[nH]2)cc1	7	-1	6	-8	-4	-20	-1.6	7

High-throughput results as filed in PubChem.
